HGIII-sPLA2 inh: Inhibits HGIII-sPLA2 liposome hydrolysis, primary screen | Q9NZ20 | QFRET BODIPY PC-A2 liposome hydrolysis, fluorescence | inhibition, % at 12.2 µM | actives 0.56% (n = 370,000) | AID 743126;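 active = inhibition above mean plus 3 SD of compounds lying within the high and low control bounds, cut at about 19% in these data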;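 also: 0% = median of test compound wells and 100% = no enzyme DMSO wells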
ssDAF12 agonist: activates DAF-12 receptor from parasite S. stercoralis. HEK293 ssDAF-12/GRIP1 lit1-tk-luc reporter, luminescence; % of 3 µM dafachronic acid response. activation, % at 6.8 µM. actives 1% (n = 370,000). AID 652126;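 active = activation above the mean over all tested compounds plus 3 SD, cut at about 0.9% in these data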;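 also: 0% = DMSO-only wells and 100% = 3 µM delta7-dafachronic acid wells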
hcDAF-12 act: activators of H. contortus DAF-12 nuclear receptor; HEK293 hcDAF-12 lit1-tk-luc reporter, luminescence; 0% DMSO, 100% Δ7-dafachronic acid; activation, % at 6.8 µM; actives 1.4% (n = 370,000); AID 652067;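 active = activation above the mean of all tested compounds plus 3 SD, cut at about 5.5% in these data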;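 also: 100% = response to 3 µM Δ7-dafachronic acid high control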
hgDAF-12 ag: activates the H. glycines DAF-12 receptor ligand-binding domain | HEK293 GAL4-hgDAF12 UAS-luciferase reporter, agonist luminescence; normalized to butyrate control | activation, % at 6.8 µM | actives 1.8% (n = 370,000);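 active = activation above a cutoff set at the mean of all screened compounds plus 3 SD, cut at about 10% in these data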;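 also: 0% = DMSO wells and 100% = sodium butyrate wells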
PLC-beta3 inh: inhibitors of human phospholipase C beta3. inhibition, % at 12.2 µM. Purified PLC-beta3, fluorogenic substrate, fluorescence. Q01970. actives 0.18% (n = 370,000); in the data active = inhibition above about 11%;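 also: 0% = median of compound wells on plate and 100% = full blocker control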
Target sequence (Q01970 whole entry, looked up): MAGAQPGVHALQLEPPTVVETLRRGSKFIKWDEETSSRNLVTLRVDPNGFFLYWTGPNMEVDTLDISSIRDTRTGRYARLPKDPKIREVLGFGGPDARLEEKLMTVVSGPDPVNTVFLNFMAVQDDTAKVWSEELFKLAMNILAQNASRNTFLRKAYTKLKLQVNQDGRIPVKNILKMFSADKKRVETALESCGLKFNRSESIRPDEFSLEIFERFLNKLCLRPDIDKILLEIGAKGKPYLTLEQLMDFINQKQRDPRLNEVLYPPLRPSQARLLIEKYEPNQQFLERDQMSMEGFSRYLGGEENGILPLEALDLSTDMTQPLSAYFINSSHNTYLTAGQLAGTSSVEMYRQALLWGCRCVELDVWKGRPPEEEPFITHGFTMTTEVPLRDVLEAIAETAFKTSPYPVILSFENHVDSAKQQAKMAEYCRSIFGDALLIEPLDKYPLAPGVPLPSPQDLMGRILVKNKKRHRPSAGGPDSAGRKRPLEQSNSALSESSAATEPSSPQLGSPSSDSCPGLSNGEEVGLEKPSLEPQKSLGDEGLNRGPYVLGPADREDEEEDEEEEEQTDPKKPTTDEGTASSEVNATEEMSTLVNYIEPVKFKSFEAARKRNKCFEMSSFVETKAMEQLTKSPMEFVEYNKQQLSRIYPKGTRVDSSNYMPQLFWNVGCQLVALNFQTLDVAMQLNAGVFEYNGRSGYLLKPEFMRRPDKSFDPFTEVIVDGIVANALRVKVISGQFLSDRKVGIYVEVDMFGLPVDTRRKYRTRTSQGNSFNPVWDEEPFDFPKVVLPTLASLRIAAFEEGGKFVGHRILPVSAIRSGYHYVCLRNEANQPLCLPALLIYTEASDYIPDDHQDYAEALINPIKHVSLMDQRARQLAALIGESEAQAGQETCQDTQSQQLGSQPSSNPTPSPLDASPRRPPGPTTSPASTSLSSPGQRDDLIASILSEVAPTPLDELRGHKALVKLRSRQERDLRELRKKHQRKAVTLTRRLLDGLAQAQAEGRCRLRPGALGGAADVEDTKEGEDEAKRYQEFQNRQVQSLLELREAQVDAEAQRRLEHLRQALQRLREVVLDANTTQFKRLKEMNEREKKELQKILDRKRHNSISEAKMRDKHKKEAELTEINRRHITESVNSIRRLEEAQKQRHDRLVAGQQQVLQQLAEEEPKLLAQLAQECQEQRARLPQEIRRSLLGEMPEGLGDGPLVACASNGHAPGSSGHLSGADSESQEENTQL
SMARCA2 activ: SMARCA2 function activation, primary screen; MG213 cells, MMTV-luciferase reporter, dexamethasone, overnight; activation, % at 9.1 µM; actives 1% (n = 370,000); AID 652017; in the data active = activation above about 7.8%;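 also: 0% = vehicle wells and 100% = reference activator wells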
FXN GAA850 act: increases GAA850 frataxin promoter reporter activity | HEK293 lucGAA850 FXN promoter luciferase reporter, 24 h; percent of 10 µM SAHA response | activation, % at 6 µM | actives 0.56% (n = 360,000) | AID 540364;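 active = activation above the average of all compounds screened plus 3 SD, cutoff fixed separately per campaign, cut at about 7.5% in these data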;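 also: 0% = DMSO wells and 100% = 10 µM SAHA wells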
DAX1 inh-1: blocks DAX1 repression of SF-1 activated StAR promoter | inhibition, % at 6.8 µM | HEK293T StAR-luciferase reporter, SF-1/DAX-1 repression relief | AID 652010 | actives 1.1% (n = 370,000);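 active = inhibition above the mean over all tested compounds plus 3 SD, cut at about 3.6% in these data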;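 also: 0% = DAX-1 cells with DMSO and 100% = cells lacking DAX-1 with DMSO; higher inhibition means more luminescence from relief of DAX-1 repression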
DAX1 inh-2: inhibits human nuclear receptor DAX1 | HEK293 Gal4-DAX1 luciferase reporter, luminescence | inhibition, % at 6.75 µM | actives 0.99% (n = 340,000) | P51843 | AID 504766;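 active = inhibition above the mean over all tested compounds plus 3 SD, cut at about 4.2% in these data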;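 also: 0% = DAX1-transfected cells with DMSO and 100% = empty-vector control cells with DMSO; inhibition shows as a rise in luminescence from relieved DAX1 repression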
PG9 binder: small molecules binding HIV-1 gp120 antibody PG9; TR-FRET gp120-PG9 antibody binding; actives 0.43% (n = 360,000); inhibition, % at 6.7 µM; in the data active = inhibition above about 8.5%
Rev-erbA mod: modulators of human Rev-erb alpha DNA binding. Rev-erbα–FITC-DNA binding, fluorescence polarization, 90 min. activity, % at 10 µM. actives 0.79% (n = 370,000);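 active = activity above about 14%, limit read from the data; passing the limit was not always enough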;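 also: 0% = DMSO wells with 35 nM protein and 100% = DMSO wells with 750 nM protein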
* = called active by the depositor; . = no result given.

SMILES	HGIII-sPLA2 inh	ssDAF12 agonist	hcDAF-12 act	hgDAF-12 ag	PLC-beta3 inh	SMARCA2 activ	FXN GAA850 act	DAX1 inh-1	DAX1 inh-2	PG9 binder	Rev-erbA mod
O=C(CCC1CCCN(C(=O)c2ccoc2)C1)NCc1ccc(F)c(F)c1 (stereo not given)	-4.2	-1.2	-0.7	-0.4	0.9	-2.6	-1.7	0.1	-0.3	1.2	-3.5
O=C(c1ccco1)N1CCN(C/C=C/c2ccccc2)CC1	-1.2	-0.8	-0.5	-1.1	-3.3	0.1	3.1	0.0	0.3	-0.7	-3.9
CCNc1nc(N)nc(-c2cc(Cl)ccc2OC)n1	1.2	-1.6	-1.7	-1.9	2.4	6.0	0.5	0.2	1.5	-1.3	1.1
COc1ccc(NC(=O)CSc2ccccc2)cc1S(=O)(=O)N1CCCCC1	2.2	-1.6	-2.6	-0.8	-0.4	-3.2	2.7	-0.7	-0.6	-1.7	0.3
CCOc1cc(C)cc2oc(=O)cc(-c3ccccc3)c12	-5.5	-1.9	-2.3	1.6	-70.8	-2.1	2.6	-1.0	-0.9	0.0	7.5
Cc1ccc(S(=O)(=O)N(CC(=O)N2CCOCC2)c2ccccc2F)cc1	-1.0	-0.9	0.7	0.3	-4.3	-2.9	-1.1	-0.1	-0.5	0.0	3.2
CCCOC(=O)c1ccc(NC(=O)c2ccoc2C)cc1	-14.7	-0.9	0.5	7.5	-0.8	6.2	4.9	0.1	2.1	1.0	-0.9
Cc1cccc(NS(=O)(=O)c2ccc(C)c(C(=O)NCc3ccncc3)c2)c1	-2.7	-1.0	-1.6	-2.9	0.0	-1.1	1.2	0.6	0.1	1.5	9.0
CC1(C)N=C(c2cccs2)C(C)(C)N1O	6.7	-1.0	-0.5	-2.1	2.1	1.1	-0.6	0.8	0.1	-0.7	-2.2
O=C(NCc1ccncc1)[C@@H]1CCCN1C(=O)[C@@H]1CCCN1C(=O)c1cccc2ccccc12	7.7	-0.9	1.2	-1.4	0.7	-4.0	.	0.1	.	-0.4	8.1
CC(C)N(C(=O)Cn1cc(S(=O)(=O)CC(=O)NCc2ccccc2)c2ccccc21)C(C)C	-1.9	-1.2	1.0	-1.7	-3.6	-3.5	-2.6	-0.7	0.9	-0.6	0.9
O=C(NCCCN1CCOCC1)C(=O)N/N=C/c1ccc(F)cc1	-4.1	-1.8	0.8	1.0	3.0	3.5	-0.9	0.1	-1.0	-2.0	2.2
COc1ccc(N2CCN(C(=O)COC(=O)COc3cc(C)cc(C)c3)CC2)cc1	7.4	-1.1	-1.8	-1.6	-1.4	-0.3	1.4	-0.1	1.0	-1.6	5.9
C=CCc1cccc(/C=N/NC(=O)C(C)Nc2ccc(C)cc2)c1O (stereo not given)	-4.7	-1.6	-2.3	-0.7	-18.9	-2.5	-1.9	-1.2	-1.3	-0.8	2.5
O=CNc1cc(-c2ccc(C(=O)NC3CC3)cc2)cn2c(-c3ccccc3)cnc12	-0.1	-2.2	-1.4	-2.1	-90.8	0.6	-4.9	-2.7	.	-2.7	-7.9
COc1cccc2c(=O)c3c([nH]c12)OC(C)(C)C3	6.6	-1.5	-0.4	-1.0	1.2	-2.5	0.4	-0.7	1.1	0.4	4.8
Cc1ccc(NS(=O)(=O)c2c(C)noc2C)cc1	-5.9	-1.4	-0.8	0.1	-6.2	-0.2	0.7	0.1	0.1	1.2	3.9
COc1ccc(NC(=O)CN(C)CC(=O)c2[nH]c(C)c(C(C)=O)c2C)cc1	-5.5	-1.4	-1.8	-2.2	-9.1	-2.5	-0.7	-1.0	0.7	-2.5	6.8
Cc1ccc(O)c(N=Cc2cc(Cc3ccccc3)cc([N+](=O)[O-])c2O)c1	25.1*	-0.8	1.4	-4.5	-4.6	1.7	3.5	-0.6	0.5	-5.3	0.5
Cc1cc(=O)oc2cc(OCC(=O)NC3CC(C)(C)NC(C)(C)C3)ccc12	3.7	-0.8	0.8	2.5	-13.6	1.3	0.3	-0.2	0.3	-1.8	0.4
COc1cc(C(C)=O)ccc1OCC(=O)Nc1ccc(C)c(S(=O)(=O)N2CCCCCC2)c1	-14.5	-2.5	-3.6	-4.6	-12.9	-4.1	-1.9	-7.1	-2.7	0.1	-3.0
COC(=O)C(NC(=O)CSc1nc(N)cc(=O)[nH]1)c1ccccc1 (stereo not given)	5.5	-0.6	-0.9	-4.2	-1.2	-4.0	-0.8	0.0	3.8	-0.8	-1.8
O=C(COC(=O)CCC(=O)c1cccs1)Nc1ccc(S(=O)(=O)N2CCOCC2)cc1	-10.4	-1.4	0.3	-0.6	0.9	-1.4	0.4	-0.8	1.4	0.6	4.7
CCCCOC(=O)Nc1cc(Cl)ccc1C	0.9	-1.4	0.2	-2.2	-1.5	3.4	1.3	0.3	-0.2	0.8	-0.3
Cc1cccc(N2C(=O)c3ccc(Br)cc3C2=O)n1	2.4	-1.4	0.2	-1.8	-2.9	2.5	1.7	-0.1	1.6	-3.5	-2.5
c1ccc(-c2nc(NCC3CC3)nc3ccsc23)cc1	1.3	-1.1	-1.5	-0.9	-228.9	1.1	1.9	-0.9	.	1.5	3.1
O=C(NCc1ccc2c(c1)OCO2)C1CCN(S(=O)(=O)N2CCCCC2)CC1	-4.6	-0.4	-0.4	-0.6	3.0	-0.1	-2.5	-0.1	-0.5	-0.3	0.1
Nn1c(SCc2nc3ccccc3[nH]2)nnc1-c1ccccc1	1.9	-0.5	0.6	-0.5	-13.7	2.2	0.5	0.3	0.2	1.0	-4.8
Cc1ccc(CNC(=O)/C=C/c2cccs2)cc1	1.5	-0.5	-0.5	6.9	3.1	3.5	2.8	1.0	-0.3	-4.0	-2.7
Cc1ccc(-n2nc(C(=O)O)cc2-c2ccccc2Cl)cc1	-1.3	-0.6	-0.3	0.8	-5.5	4.1	0.6	0.6	1.8	1.3	-0.1
CC1CN(S(=O)(=O)c2cccc(C(=O)OC(C)C(=O)NC3CCCCC3C)c2)CC(C)O1 (stereo not given)	1.5	-1.1	-2.0	3.3	-8.7	-2.8	-1.5	-0.2	0.3	-0.3	-3.4
O=C(Nc1ccc2oc(=O)ccc2c1)c1ccc(-c2ccccc2[N+](=O)[O-])o1	-4.0	-1.6	-0.7	-1.6	-8.1	0.8	-1.0	-0.4	1.0	-4.4	-7.5
CCN(CC)C(=O)c1ccc(C)c(Br)c1	-1.4	-0.8	-1.2	-2.4	0.8	-1.7	-0.8	-0.7	1.6	1.7	0.3
CC(CN1CCC(n2nccc2NC(=O)CCCc2ccccc2)CC1)c1ccccc1 (stereo not given)	-26.5	-0.8	-1.6	1.2	1.7	-4.0	-0.8	1.3	-0.2	-2.5	4.5
CCOC(=O)c1ccc2c(c1)[n+](CC)c(C)n2-c1ccccc1	5.1	-1.5	-1.1	4.1	0.0	-1.1	2.8	0.9	1.5	0.4	-2.9
COc1ccc(Br)cc1-c1noc(-c2ccccc2)n1	1.8	-0.3	1.1	1.7	3.6	2.6	1.1	-0.4	0.4	-2.2	16.4
Cc1nc(Cl)sc1C(=O)NC(C)c1ccc(Cl)cc1 (stereo not given)	-5.3	-1.1	-1.3	-2.7	4.1	-2.4	-1.0	-0.2	0.9	-0.8	-3.8
C=CCNC(=O)c1ccccc1NC(=O)Nc1ccccc1	-6.0	-1.8	-1.2	0.9	-3.7	7.8*	-3.5	-0.1	-0.2	-1.2	-1.4
CSc1ccc(CN(C)CCc2ccccn2)cc1	11.2	-0.1	1.1	0.2	-0.6	-0.5	1.7	-0.5	1.9	-0.6	2.7
CCC(C)(C)n1nnnc1C(c1cccnc1)N1CCC(Cc2ccccc2)CC1 (stereo not given)	-4.4	-1.8	-1.0	1.0	-4.1	-0.4	0.0	1.2	0.4	-1.1	5.4
CN1CCN(c2ccc([N+](=O)[O-])cc2C(=O)N2CCCCC2)CC1	-4.4	-1.2	0.3	-1.3	3.2	-1.0	-0.1	0.4	-0.2	-3.1	1.4
O=C(Cc1cccc(NC(=O)C2CCN(C(=O)C3CCCCC3)CC2)c1)Nc1cccc(C(=O)N2CCCC2)c1	-9.7	-0.8	-1.1	-1.9	3.0	0.9	-0.9	-0.3	-1.2	0.0	-3.3
Cc1ccc(S(=O)(=O)N2CCCOC2CNC(=O)C(=O)NCCC2=CCCCC2)cc1 (stereo not given)	-2.6	-2.2	-0.8	-0.3	5.5	1.1	1.6	-0.5	-0.6	0.1	1.0
CC(C)c1cc(C(F)(F)F)n2nc(C(=O)Nc3ccc4c(c3)OCO4)cc2n1	-6.6	-0.8	-1.1	4.5	-4.9	0.8	0.8	0.5	0.4	-0.7	-2.7
COc1ccccc1CCN=C(N)NS(=O)(=O)c1ccccc1	3.1	-0.4	0.4	0.2	0.2	0.8	0.8	-0.8	0.0	0.1	6.3
O=C(c1ccc2c(Cl)c3c(nc2c1)CCCC3)N1CCN(c2ccc(F)cc2)CC1	-17.8	-1.5	-1.8	2.6	-9.5	-3.5	-3.4	0.1	-1.2	-1.3	1.0
CN(C)c1cccc2c1C(=O)c1ccccc1C2=O	25.5*	-1.3	-1.5	0.4	-3.8	5.8	2.5	0.1	0.3	-28.4	-4.9
CC1(c2nc3ccccc3[nH]2)CCC2=Nc3ccccc3CN21 (stereo not given)	2.8	-1.2	-1.2	0.1	0.1	0.1	.	0.0	.	0.8	1.9
CCCCn1c(N)c(N(CCOC)C(=O)CCCn2c(=O)oc3ccccc32)c(=O)[nH]c1=O	7.3	0.1	-1.4	0.9	-4.8	-0.7	-0.6	1.4	3.3	-1.3	-1.6
CCCC(=O)Nc1ccc(S(=O)(=O)Nc2cc(C)nc(C)n2)cc1	10.9	-1.0	-0.6	0.4	-4.6	-3.0	0.8	-0.8	0.5	1.8	4.2
Cc1c(Cl)cccc1-n1c(SCC(=O)N2CCC(C(=O)O)CC2)nnc1-c1ccncc1	2.9	-1.6	-0.1	2.1	-4.3	-4.7	-1.5	1.1	1.4	1.7	3.6
Cn1c(-c2ccc3c(c2)OCO3)cnc1NCc1ccc(Cl)cc1	9.2	-1.6	-0.4	1.6	-2.5	-1.0	1.7	0.0	0.1	-0.1	-3.2
CCOC(=O)c1[nH]c(C)c(C(=O)NC2CCCC2)c1C	1.9	-1.7	-0.5	-2.1	-1.9	-0.7	0.7	1.6	0.9	-0.1	4.8
CCN(c1ccccc1)S(=O)(=O)c1ccc(OC)c(NC(=O)C2CCC2)c1	-11.8	-1.6	-0.7	3.5	-0.6	0.9	-0.6	-0.7	-1.0	-0.3	-4.9
CCOC(=O)NC(=O)COC(=O)CNC(=O)c1cccc(OC)c1	3.7	-1.3	-0.3	-4.0	-1.8	-5.6	0.1	0.1	0.0	-1.3	1.9
O=C(Nc1ccc(CN2CCOCC2)cc1)c1ccc(Br)o1	10.2	-0.4	2.9	6.3	-6.8	5.1	6.6	1.9	1.1	-0.9	-0.4

Source: PubChem BioAssay (several laboratories)
